# Bioassay records (PubChem)
# inhibitors of VEEV: inhibitors of VEEV TC-83 cytopathic effect, confirmation, Vero cells (AID 588727); Vero cells, VEEV TC-83 cytopathic effect inhibition; higher % means a stronger effect; inhibition, % at 20 µM; hits with a dose series show IC50 in µM; 350,000 compounds, 0.13% hits; in the data active = a potency from the dose series; inconclusive = inhibition mostly from about 14% at the one dose, without a potency; inactive = the rest, 99 in 100 with inhibition below about 12%; also: strong numbers were not always called active
# PhoP GFP inhibition: PhoP regulon inhibitors, Salmonella typhi PhoP promoter GFP reporter, confirmatory (AID 1850). Salmonella Typhi PhoP-promoter GFP reporter, fluorescence, 4 h; higher % means a stronger effect. inhibition, % at 50 µM, or IC50 in µM where a hit was titrated. 310,000 compounds, 0.33% hits; in the data active = a potency from the dose series; inconclusive = inhibition mostly from about 25% at the one dose, without a potency; inactive = the rest, 99 in 100 with inhibition below about 19%;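 also: 0% = induced wells with vehicle and 100% = uninduced wells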
# tuberculosis growth: growth inhibition of non-replicating M. tuberculosis (AID 488890); Mycobacterium tuberculosis non-replicating, growth inhibition; higher % means a stronger effect; one-dose inhibition, % at 25 µM; IC50 in µM for titrated hits; 320,000 compounds, 0.39% hits; in the data active = a potency from the dose series; inconclusive = inhibition mostly from about 82% at the one dose, without a potency; inactive = the rest, 99 in 100 with inhibition below about 76%;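 also: plate controls were DMSO cells for no effect and high antibiotic wells for full effect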
# M. tuberculosis HTS: M. tuberculosis growth inhibition, HTS (AID 449762). inhibition, % at 25 µM, or IC50 in µM where a hit was titrated. M. tuberculosis H37Rv growth inhibition, 7H9 media; higher % means a stronger effect. 330,000 compounds, 0.59% hits; in the data active = a potency from the dose series; inconclusive = inhibition above about 70% without an active follow-up result;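 also: bacterial growth assessed after seven days of incubation; strong numbers were not always called active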
# influenza NS1A: H1N1 influenza NS1A inhibitors, functional cell based assay (AID 504329). one-dose inhibition, % at 12.5 µM; IC50 in µM for titrated hits. 340,000 compounds, 0.3% hits. NS1A functional cell-based assay, percent inhibition; higher % means a stronger effect; in the data active = a potency from the dose series; inconclusive = inhibition above about 27% without an active follow-up result; also: strong numbers were not always called active
# * marks the source's active call; other numbers are inactive results; i = inactive; ? = inconclusive; · = no result given; & = joins results of further samples. Only part of the results is shown; count on the stated rates, not on these rows.
# The first 16 records, ahead of the listing:
# Under each structure – inhibitors of VEEV | tuberculosis growth | M. tuberculosis HTS | influenza NS1A | PhoP GFP inhibition
CCCC(=O)O[C@]1(C(=O)CCl)[C@@H](C)C[C@H]2[C@@H]3CCC4=CC(=O)C=C[C@]4(C)[C@@]3(F)C(=O)C[C@@]21C
 : i | 43% | 3% | 2% | -6%&9%
C[C@H](O)CC(=O)O
 : 0.1%&0.2% | -3%&-2% | 0%&3% | 9%&3% | 4%&-2%
CCCC1(c2ccccc2)NC(=O)N(CC(=O)N(C)Cc2c(F)cccc2Cl)C1=O (stereo not drawn)
 : 2.2% | 15% | 4% | -4% | 16%
O=C1NC(=S)S/C1=C\C=C\c1ccc([N+](=O)[O-])o1
 : 1.8% | · | · | 6% | ·
N=c1nc(N2CCCCC2)cc(N)n1O
 : 0.8%&1.3% | -16%&-1% | -3%&1% | 2%&1% | -4%&-1%
O=C(NC1CCN(CCc2c[nH]c3ccccc23)CC1)c1ccccc1
 : i | 9% | -2% | 22% | 9%
O=[N+]([O-])c1cncn1CCN1CCOCC1
 : 4.2% | · | · | -20% | ·
CCCOc1ccc(C(=O)OCCN(CC)CC)cc1N
 : i | 4% | -1% | 5% | -3%
CN[C@@H]1[C@H](O)[C@H](NC)[C@H]2O[C@@]3(O)C(=O)C[C@@H](C)O[C@H]3O[C@@H]2[C@H]1O
 : 0.7% | 61% | 5% | -12% | 6%
COc1ccc(-c2oc3c(CC=C(C)C)c(O[C@@H]4O[C@H](CO)[C@@H](O)[C@H](O)[C@H]4O)cc(O)c3c(=O)c2O[C@@H]2O[C@@H](C)[C@H](O)[C@@H](O)[C@H]2O)cc1
 : · | 6% | -1% | · | -2%
CN(C)S(=O)(=O)n1cc(/C=C(\NC(=O)c2ccccc2)C(=O)NCCCn2ccnc2)c2ccccc21
 : 1.7% | 22% | -10% | -8% | -16%
CC(Cc1cccc(C(F)(F)F)c1)NCCOC(=O)c1ccccc1 (stereo not drawn)
 : 1.7%&3.0% | 55%&22% | -13%&-5% | -3%&1% | -12%&12%
O=C(O)c1cc(=O)c2ccccc2o1
 : i | -19% | -3% | -7% | -7%
CC(C)NNC(=O)c1ccncc1
 : i | 8% | 24% | -4% | 3%
CCc1cccc(CC)c1NC(=O)CN(CC(=O)O)CC(=O)O
 : i | -3% | -11% | 5% | -14%
CCCCCCCCCCCCCCCC(O)C(N)CO (stereo not drawn)
 : >25µM* | 52% | 68% | 3% | 4%

# The listing, from the start:
# Under each structure – inhibitors of VEEV | tuberculosis growth | M. tuberculosis HTS | influenza NS1A | PhoP GFP inhibition
CCCC(=O)O[C@]1(C(=O)CCl)[C@@H](C)C[C@H]2[C@@H]3CCC4=CC(=O)C=C[C@]4(C)[C@@]3(F)C(=O)C[C@@]21C
 : i | 43% | 3% | 2% | -6%&9%
C[C@H](O)CC(=O)O
 : 0.1%&0.2% | -3%&-2% | 0%&3% | 9%&3% | 4%&-2%
CCCC1(c2ccccc2)NC(=O)N(CC(=O)N(C)Cc2c(F)cccc2Cl)C1=O (stereo not drawn)
 : 2.2% | 15% | 4% | -4% | 16%
O=C1NC(=S)S/C1=C\C=C\c1ccc([N+](=O)[O-])o1
 : 1.8% | · | · | 6% | ·
N=c1nc(N2CCCCC2)cc(N)n1O
 : 0.8%&1.3% | -16%&-1% | -3%&1% | 2%&1% | -4%&-1%
O=C(NC1CCN(CCc2c[nH]c3ccccc23)CC1)c1ccccc1
 : i | 9% | -2% | 22% | 9%
O=[N+]([O-])c1cncn1CCN1CCOCC1
 : 4.2% | · | · | -20% | ·
CCCOc1ccc(C(=O)OCCN(CC)CC)cc1N
 : i | 4% | -1% | 5% | -3%
CN[C@@H]1[C@H](O)[C@H](NC)[C@H]2O[C@@]3(O)C(=O)C[C@@H](C)O[C@H]3O[C@@H]2[C@H]1O
 : 0.7% | 61% | 5% | -12% | 6%
COc1ccc(-c2oc3c(CC=C(C)C)c(O[C@@H]4O[C@H](CO)[C@@H](O)[C@H](O)[C@H]4O)cc(O)c3c(=O)c2O[C@@H]2O[C@@H](C)[C@H](O)[C@@H](O)[C@H]2O)cc1
 : · | 6% | -1% | · | -2%
CN(C)S(=O)(=O)n1cc(/C=C(\NC(=O)c2ccccc2)C(=O)NCCCn2ccnc2)c2ccccc21
 : 1.7% | 22% | -10% | -8% | -16%
CC(Cc1cccc(C(F)(F)F)c1)NCCOC(=O)c1ccccc1 (stereo not drawn)
 : 1.7%&3.0% | 55%&22% | -13%&-5% | -3%&1% | -12%&12%
O=C(O)c1cc(=O)c2ccccc2o1
 : i | -19% | -3% | -7% | -7%
CC(C)NNC(=O)c1ccncc1
 : i | 8% | 24% | -4% | 3%
CCc1cccc(CC)c1NC(=O)CN(CC(=O)O)CC(=O)O
 : i | -3% | -11% | 5% | -14%
CCCCCCCCCCCCCCCC(O)C(N)CO (stereo not drawn)
 : >25µM* | 52% | 68% | 3% | 4%
O=C(c1ccccn1)N(Cc1cccs1)C1(C(=O)NC2CCCCC2)CCCCC1
 : i | 23% | -7% | 5% | 5%
CC(C)(C)NCC(O)COc1cccc2c1CC(O)C(O)C2 (stereo not drawn)
 : 0.3% | -2% | -2% | -3% | 8%
C[C@@H]1C[C@H]2[C@@H]3CCC4=CC(=O)C=C[C@]4(C)[C@@]3(Cl)[C@@H](O)C[C@]2(C)[C@@]1(OC(=O)c1ccco1)C(=O)CCl
 : 0.1% | 56% | -4% | 4% | 8%
CC(=O)Oc1ccc2c(C)cc(=O)oc2c1
 : 6.3% | 77% | 68% | -1% | -10%
Nc1ncnc2c1c(-c1ccc(Oc3ccccc3)cc1)cn2C1CCCC1
 : 1.9% | 31% | -5% | 5% | 6%
CCCC(=O)O[C@]1(C(=O)COC(C)=O)CC[C@H]2[C@@H]3C[C@H](F)C4=CC(=O)C=C[C@]4(C)[C@@]3(F)[C@@H](O)C[C@@]21C
 : 0.6% | 61% | 64% | 1% | -6%
CN(C)C/C=C(\c1ccc(Br)cc1)c1cccnc1
 : 1.2% | 9% | -7% | -2% | 16%
C/C(=N\NC(=S)NCc1ccccc1)C1CCCCC1
 : 0.7% | 72% | ? | -3% | 6%
Cc1cc(=O)oc2cc(O)ccc12
 : 0.4% | 72% | -12% | -4% | -4%
COc1cc(N)c(Cl)cc1C(=O)N[C@H]1CCN(CCCOc2ccc(F)cc2)C[C@H]1OC
 : i | 66% | 44µM* | 4% | -8%
COC(=O)N/N=C/c1c[n+]([O-])c2ccccc2[n+]1[O-]
 : 1.4% | ? | 13µM* | -10% | 49µM*
CCCCOc1cc(C(=O)OCCN(CC)CC)ccc1N
 : 0.4% | -10%&3% | 3%&-6% | 4%&2% | -5%&-2%
CC1(C)O[C@@H]2C[C@H]3[C@@H]4C[C@H](F)C5=CC(=O)C=C[C@]5(C)[C@@]4(F)[C@@H](O)C[C@]3(C)[C@]2(C(=O)CO)O1
 : 0.1% | 19% | 2% | -9% | -4%
CCCCCCCCCCCCCCC[C@@H](O)[C@@H](N)CO
 : i | · | · | -7% | ·
COc1cc(C2Oc3cc(C4Oc5cc(O)cc(O)c5C(=O)C4O)ccc3OC2CO)ccc1O (stereo not drawn)
 : 4.4% | 0% | -5% | 2% | -4%
CCCCN(CCCC)CCCOC(=O)c1ccc(N)cc1
 : i | 36% | 4% | -1% | -3%
C=C[C@H]1CN2CC[C@H]1C[C@H]2[C@H](O)c1ccnc2ccc(OC)cc12
 : 1.4%&1.5% | 20%&5% | 4%&-11% | -5%&10% | -28%&4%

# 2 entries from above, bar-delimited.
SMILES | inhibitors of VEEV | tuberculosis growth | M. tuberculosis HTS | influenza NS1A | PhoP GFP inhibition
O=[N+]([O-])c1cncn1CCN1CCOCC1 | 4.2% | · | · | -20% | ·
CCCCOc1cc(C(=O)OCCN(CC)CC)ccc1N | 0.4% | -10%&3% | 3%&-6% | 4%&2% | -5%&-2%
